# LmPK inhibitor: qHTS Assay for Inhibitors of Leishmania Mexicana Pyruvate Kinase (LmPK); Q27686; purified LmPK, Kinase-Glo ATP luminescence, 1 h; Potency, µM (series often up to 57.5 µM), for inactives: at the top dose activity change, negative = inhibition, actives largely listed as inhibitors; hit rate 0.37% among 290,000; further: potency means the concentration at half of the fitted maximal effect
# Target sequence (Q27686 whole entry, looked up): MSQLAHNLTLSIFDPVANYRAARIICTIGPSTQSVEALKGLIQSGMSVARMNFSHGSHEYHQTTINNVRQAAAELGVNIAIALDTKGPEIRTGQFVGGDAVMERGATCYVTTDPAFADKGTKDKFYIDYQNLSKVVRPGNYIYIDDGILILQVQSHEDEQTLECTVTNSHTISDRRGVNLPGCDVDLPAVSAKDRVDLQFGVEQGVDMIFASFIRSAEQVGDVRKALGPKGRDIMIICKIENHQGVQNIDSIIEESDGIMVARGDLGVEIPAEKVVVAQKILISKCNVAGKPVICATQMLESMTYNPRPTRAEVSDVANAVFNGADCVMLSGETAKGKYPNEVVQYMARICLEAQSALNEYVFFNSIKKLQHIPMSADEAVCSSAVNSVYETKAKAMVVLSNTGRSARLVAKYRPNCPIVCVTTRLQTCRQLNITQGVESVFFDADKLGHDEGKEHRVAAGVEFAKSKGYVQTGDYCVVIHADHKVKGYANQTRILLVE
#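 Purified LmPK (0.1 nM) converted ADP (0.1 mM) to ATP with PEP (0.5 mM) in imidazole buffer pH 7.2 with KCl and MgCl2, 1 h at room temperature. ATP was read by Kinase-Glo luminescence; data normalized to uninhibited and no-enzyme controls.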
# AmpC inh no detg: qHTS Inhibitors of AmpC Beta-Lactamase (assay without detergent); P00811; AmpC nitrocefin hydrolysis, absorbance 480 nm, 0.0001% Triton; Potency, µM (highest dose often 57.1 µM), without a hit: at the top dose activity change, negative = inhibition, hits mostly inhibitors; hit rate 0.52% among 330,000;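 further: potency means the concentration at half of the fitted maximal effect; plate controls were no compound for no effect and no enzyme for full effect; nearly all actives have a fitted effect of over 20% in size; some results filed as inactive show a strong effect at the top dose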
# Target sequence (P00811 whole entry, looked up): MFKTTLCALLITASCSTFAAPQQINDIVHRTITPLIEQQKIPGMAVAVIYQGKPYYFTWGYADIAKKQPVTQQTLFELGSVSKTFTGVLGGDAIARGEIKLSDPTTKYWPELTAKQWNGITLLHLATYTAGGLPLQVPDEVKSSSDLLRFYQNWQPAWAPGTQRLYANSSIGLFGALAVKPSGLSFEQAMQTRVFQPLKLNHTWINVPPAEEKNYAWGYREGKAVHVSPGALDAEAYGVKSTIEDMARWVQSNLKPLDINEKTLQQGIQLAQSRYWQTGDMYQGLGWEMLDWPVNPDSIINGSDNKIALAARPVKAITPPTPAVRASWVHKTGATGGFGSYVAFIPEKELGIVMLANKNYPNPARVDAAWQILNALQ
#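 AmpC (5.3 nM in the dispensed reagent) in 20 mM phosphate pH 7.0 with 0.01% (detergent screen) or 0.0001% Triton X-100 was preincubated with compounds for 15 min at room temperature. Nitrocefin was then added from an 800 uM solution, and hydrolysis was followed at 480 nm.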
# HCMV inh: qHTS Assay for inhibitors of the human cytomegalovirus (HCMV) | HFF cells, HCMV-luciferase reporter, 72 h; hits give low values | activity change, negative = inhibition, % at 57.5 µM | hit rate 4.5% among 410,000 | AID 1259415, 2018; in the data active means activity change below about -60%; inconclusive means no clear call, values can overlap the other calls; inactive means above about -39%
#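 After 16 h attachment at 37C, HFF cells received test compound and HCMV-luciferase (1 PFU/cell); reporter luminescence read 72 h later, data normalized against buffer-only and known inhibitor Salinomycin.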
# AMA1-RON2 inh: qHTS for Inhibitors of AMA1-RON; Towards Development of Antimalarial Drug Lead: Primary Screen. Plasmodium falciparum AMA1 (3D7) - RON2 peptide interaction. AlphaScreen AMA1-biotinylated RON2 peptide binding. Potency, µM (highest dose often 58.2 µM), inactives show top-dose activity change, negative = inhibition, hits mostly inhibitors. hit rate 0.2% among 360,000;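 further: potency means the concentration at half of the fitted maximal effect; 0% = vehicle wells and -100% = peptide control; nearly all actives have a fitted effect of over 45% in size; some results filed as inactive show a strong effect at the top dose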
#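 AMA1 (3D7) with his tag at 25 nM final met compounds first, then biotinylated RON2 peptide at 25 nM; detection used donor plus acceptor beads, 10 µg/mL apiece, read by AlphaScreen after 30 min at room temperature.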
# TbPYK inhibitor: qHTS of Trypanosoma Brucei Inhibitors. pyruvate kinase (Trypanosoma brucei), Q57TT1. TbPYK enzyme, Kinase-Glo Plus ATP luminescence, 45 min. Potency, µM (titrated, usually from 76.8 µM), for the others: at the top dose activity, negative = inhibition, actives largely listed as inhibitors. hit rate 0.12% among 410,000; further: potency means the concentration at half of the fitted maximal effect; nearly all actives have a fitted effect of over 50% in size
#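 T. brucei PYK with substrate was exposed to pin-transferred compounds across a concentration series, then started with 130 uM ADP (final). After 45 min at room temperature, Kinase-Glo Plus luminescence was read, normalized and curve-fitted.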
# HCV inhibitor: qHTS Assay for Inhibitors of Hepatitis C Virus (HCV); Huh7.5.1 HCVcc-Cre infection, luciferase reporter, 44 h; hit rate 3.4% among 340,000; AID 651820, 2012; Potency, µM (series often up to 41.8 µM), for inactives: at the top dose activity change, negative = inhibition, usual class: inhibitors; further: potency means the concentration at half of the fitted maximal effect
#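 Reporter virus HCVcc-Cre (~0.5 moi) infects cells exposed to compound; seeding density 1,000 cells/well with 4 h settling beforehand. Luminescence, 15 sec read, taken 44 h post-infection following a 15 min RT substrate incubation.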
# AmpC detergent: qHTS Inhibitors of AmpC Beta-Lactamase (assay with detergent). P00811. AmpC hydrolysis of nitrocefin, absorbance 480 nm, 0.01% Triton. Potency, µM (series often up to 114 µM), for inactives: top-dose activity change, negative = inhibition, usual class: inhibitors. hit rate 0.041% among 370,000. AID 485294, 2010;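 further: potency means the concentration at half of the fitted maximal effect; 0% = no-compound wells and -100% = no-enzyme wells; nearly all actives have a fitted effect of over 25% in size; some results filed as inactive show a strong effect at the top dose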
#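 AmpC (5.3 nM in the dispensed reagent) in 20 mM phosphate pH 7.0 with 0.01% (detergent screen) or 0.0001% Triton X-100 was preincubated with compounds for 15 min at room temperature. Nitrocefin was then added from an 800 uM solution, and hydrolysis was followed at 480 nm.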
# * marks the source's active call; other numbers are inactive results; ? = inconclusive; / = no result given; [ ] = dose if it differs, or a comment. Unless noted, the call rests on the fitted dose curve; in most records, active means well fitted curve in the direction sought with a large enough effect; inconclusive means small, poorly fitted or top-dose-only effect, or another doubt; inactive means no such curve, though single readings can be large; an effect the other way counts as inactive or inconclusive. Unless noted, on the % scale 0 is the no-effect control and ±100 the full control effect. Random draw from the library; about 7.5% have a hit in one of these screens.
SMILES,LmPK inhibitor,AmpC inh no detg,HCMV inh,AMA1-RON2 inh,TbPYK inhibitor,HCV inhibitor,AmpC detergent
CCOc1ccc(Cl)cc1S(=O)(=O)N1CCC(C(=O)NCc2ccncc2)CC1,-2.0%,47.4%,5.2,-2.0%,6.7%,9.4%,1.3%
Cc1ccc(Cl)cc1NC(=O)C(C)n1nc(-c2ccccc2)ccc1=O (stereo not drawn),/,/,-10.2,/,0.3%,/,0.5%
O=C(NC1CCCC1)C1CCCN1C(=O)Nc1ccccc1Cl (stereo not drawn),2.4%,-14.3%,41.3,1.3%,-0.4%,22.9%,2.6%
CCOc1ccc(C(=O)NCc2nc3cccnc3n2Cc2cccc(OC)c2)cc1,/,/,-2.5,/,2.0%,/,11.9%
O=C(O)c1nn(CCOc2ccccc2F)c(=O)c2ccccc12,-4.9%,-14.0%,-9.7,1.8%,-6.0%,-5.3%,-8.6%
NS(=O)(=O)c1ccc2nc(NC(=O)C3=COCCO3)sc2c1,1.5%,-14.8%,26.5,14.8%,0.0%,12.4%,1.6%
Cc1cc(NCc2ccc(F)cc2Cl)n2nnnc2n1,-9.3%,-24.4%,67.4,-5.5%,-1.4%,-4.9%,-1.1%
Cn1c(=O)c2ncn(CC(=O)N/N=C/c3ccco3)c2n(C)c1=O,-2.4%,-7.2%,7.5,7.9%,-12.2%,18.1%,-1.8%
COc1ccc(CNC(=O)C(=O)NCC(c2ccco2)S(=O)(=O)c2cccs2)cc1 (stereo not drawn),/,/,5.2,/,-10.8%,/,-1.0%
CCCn1c(=O)c2ccccc2n2c(SCCOc3ccccc3)nnc12,-2.3%,0.1%,-14.9,2.8%,0.0%,-13.3%,-12.6%
O=C(CN1CCCCCC1)Nc1cccc([N+](=O)[O-])c1,0.4%,-28.1%,50.3,2.5%,5.6%,-3.1%,-7.0%
COc1cc(Cl)c(C)cc1NC(=O)COC(=O)C1=COCCO1,/,?,-12.7,13.8%,-3.5%,?,-2.7%

# Next section, starting with the last four of the part before.
SMILES,LmPK inhibitor,AmpC inh no detg,HCMV inh,AMA1-RON2 inh,TbPYK inhibitor,HCV inhibitor,AmpC detergent
COc1ccc(CNC(=O)C(=O)NCC(c2ccco2)S(=O)(=O)c2cccs2)cc1 (stereo not drawn),/,/,5.2,/,-10.8%,/,-1.0%
CCCn1c(=O)c2ccccc2n2c(SCCOc3ccccc3)nnc12,-2.3%,0.1%,-14.9,2.8%,0.0%,-13.3%,-12.6%
O=C(CN1CCCCCC1)Nc1cccc([N+](=O)[O-])c1,0.4%,-28.1%,50.3,2.5%,5.6%,-3.1%,-7.0%
COc1cc(Cl)c(C)cc1NC(=O)COC(=O)C1=COCCO1,/,?,-12.7,13.8%,-3.5%,?,-2.7%
Cc1ccc(Cl)cc1NC(C#N)c1ccccc1 (stereo not drawn),3.7%,-23.2%,25.8,-9.2%,9.9%,-9.2%,3.8%
Oc1ccccc1N=Cc1c(O)ccc2ccccc12,-7.4%,-45.6%,-69.9*,-6.9%,-2.0%,-7.0%,-7.9%
O=C(O)C1CCCCC1C(=O)NC(c1ccccc1)c1ccccc1 (stereo not drawn),6.9%,-12.4%,-29.5,9.3%,1.6%,12.8%,0.9%
COc1cccc(C(=S)N2CCCC2)c1OC,6.4%,-7.9%,-23.5,-3.8%,-4.0%,-1.1%,8.0%
Cc1cccc2cc3c(nc12)SC(=NCC1CCCO1)N(Cc1ccco1)C3 (stereo not drawn),-0.5%,-0.9%,/,-3.9%,?,?,-3.1%
COCCN1C(=O)c2ccccc2C1c1nnnn1-c1ccc2c(c1)OCCO2 (stereo not drawn),/,/,-12.4,-9.3%,1.4%,/,/
Cc1cccc(C(=O)N2CCCCC2CCN2CCCCC2)c1 (stereo not drawn),/,/,6.0,/,1.7%,/,18.0%
O=C(NCc1ccco1)Nc1ccc(Br)cc1,2.3%,-10.5%,-28.5,4.2%,-5.9%,-16.1%,-2.3%
COc1ccc(NC(=O)c2cccc(F)c2)cc1Cl,-17.3%,-23.4%,-9.6,-7.8%,-2.3%,-6.9%,?
Cc1cc(NC(=O)COC(=O)CNS(=O)(=O)c2c(F)cc(F)cc2Br)no1,/,-24.1%,-39.5,0.3%,11.9%,6.8%,/
O=c1[nH]cnc2scc(-c3ccc(-c4ccccc4)cc3)c12,3.9%,-23.1%,66.6,3.0%,-0.5%,-9.7%,1.2%
Cc1ccc(C)c(C(C)NC(=S)NCc2ccc(F)cc2)c1 (stereo not drawn),0.5%,10.2%,-29.3,10.3%,-13.2%,?,20.4%
Cc1ccc(Sc2ccc(N3CCCC(C(=O)Nc4ccc(F)c(Cl)c4)C3)nn2)cc1 (stereo not drawn),/,/,-9.0,/,0.0%,/,12.7%
CCOc1ccc(NC(=O)Cn2c(=O)c(CNc3ccc(OC)cc3)cc3ccc(OC)cc32)cc1,/,/,-26.8,/,-0.8%,/,-4.7%
CC1CCN(S(=O)(=O)c2nnc(NC(=O)c3ccc(C(C)C)cc3)s2)CC1,/,/,8.3,/,0.9%,/,21.8%
CCOc1ccc(CC(=O)N2CCN=C2SCc2ccc([N+](=O)[O-])cc2)cc1,9.9%,-31.0%,-29.3,-25.0%,1.8%,-4.4%,3.6%
CC(=O)c1ccc(NC(=O)/C(=C\c2cccs2)NC(=O)c2ccco2)cc1,3.5%,-14.2%,169.2,-3.4%,0.9%,11.1%,3.4%
CCn1c(SCc2ccc([N+](=O)[O-])cc2)nnc1C(C)NC(=O)c1ccc(C)cc1 (stereo not drawn),2.5%,67.7%[activator],-28.1,3.0%,-5.9%,10.8%,-11.3%
O=C(Nc1nc2ccccc2[nH]1)NC1CCCCC1,-0.6%,-44.8%,56.7,0.1%,-18.2%,-0.5%,-4.5%
COc1ccc(-c2nc(-c3ccc(Br)o3)no2)cc1,8.3%,-8.8%,107.5,0.1%,2.5%,8.7%,-11.9%
COc1ccc(S(=O)(=O)n2nc(C)cc2C)c(C)c1C,-1.0%,1.4%,-9.6,-2.2%,-10.0%,-17.1%,-2.9%
O=C(NCc1ccc2c(c1)OCO2)c1cccc(Cl)c1,-5.0%,-12.3%,-0.9,-2.3%,0.2%,-1.5%,-14.7%
c1ccc2c(c1)c1ccccc1n1c(-c3ccc4c(c3)OCO4)nnc21,4.1%,-14.5%,14.4,0.6%,-1.9%,?,1.8%
O=C1CSc2ccc(C(=O)NCCC3=CCCCC3)cc2N1,3.7%,-24.2%,21.0,13.0%,-0.3%,-8.4%,?
O/N=C1/C2C3CC4C5C3C1C5C1(OCCO1)C42 (stereo not drawn),-0.4%,-0.4%,31.3,2.0%,0.7%,9.9%,-8.8%
COc1ccc(OC)c(NC(=O)C2CCCN2C(=O)OCc2ccccc2)c1 (stereo not drawn),-2.3%,4.6%,15.5,-9.2%,-0.1%,?,-8.6%
COc1cccc(CCNC(=O)c2c(O)nc3cc(C)ccn3c2=O)c1,/,/,8.3,/,-4.3%,/,-2.5%
CCc1noc(C)c1C(=O)N(CC)c1nc2c(C)cccc2s1,/,-9.3%,-23.1,-24.0%,8.9%,-9.6%,-0.8%
CCOc1ccc(-c2cc3nc(C4CCN(C(=O)OC(C)(C)C)CC4)c(C(=O)Nc4cccc(C(F)(F)F)c4)cn3n2)cc1,/,/,-35.6,/,-1.6%,/,6.7%
Cc1cccc(CS(=O)(=O)Cc2ccc(C(=O)NCc3cccnc3)o2)c1,2.2%,-7.1%,-3.4,2.3%,0.7%,-0.7%,-12.8%
Nc1c(C(=O)Nc2ccc(F)cc2)sc(=S)n1-c1ccccc1F,0.0%,-35.1%,?,2.1%,?,?,-5.4%
Cc1ccc(Cl)cc1NC(=O)c1cc(-c2ccc3c(c2)OCCO3)on1,/,/,76.2,/,-0.1%,/,-2.6%
COc1ccc(/C=N/NC(=O)c2ccncc2)cc1COc1ccc(NC(C)=O)cc1,10.2%,6.6%,-5.4,47.8%[activator],6.4%,3.1%,8.1%
O=C(NCCC1=CCCCC1)C1CCC(CNc2c(N3CCCC3)c(=O)c2=O)CC1 (stereo not drawn),1.2%,5.4%,-19.0,1.1%,1.2%,35.8%[activator],3.9%
CCCOc1ccc(C(=O)NC(=S)NCc2cccnc2)cc1,-1.3%,-14.7%,-64.7*,-3.2%,-12.4%,?,?
CC(=O)Nc1cc(C(F)(F)F)ccc1OCCOc1ccccc1,/,/,16.4,-2.6%,5.5%,10µM*,/
COc1ccc(OC)c(NC(=O)c2cc(-c3cc(C)cc(C)c3O)n[nH]2)c1,7.7%,-30.8%,-67.8*,56.1%[activator],-10.7%,3.98µM*,-2.7%
O=C(O)C1CN(C(=O)c2ccccc2)c2cc(Cl)ccc2O1 (stereo not drawn),-3.1%,-23.2%,15.5,-0.4%,-2.6%,13.4%,-11.4%
CC[n+]1ccc(C[n+]2ccccc2)c2ccccc21,-0.9%,?,-36.1,-4.2%[11.6 µM],?,4.8%,31.6µM*
COc1ccccc1-c1cc(C(=O)O)c2c(=O)n(C)c(=O)n(Cc3ccccc3)c2n1,0.4%,-11.6%,-28.6,-12.2%,0.1%,2.1%,2.8%
Cc1ccc(-c2cc(C(=O)NCc3ccc4c(c3)OCO4)[nH]n2)c(O)c1C,-0.8%,-52.8%,-5.9,71.6%[activator],-20.6%,-12.0%,-3.7%
CC(Oc1ccc(Cl)cc1)c1ccnn1S(=O)(=O)c1ccc(Cl)cc1 (stereo not drawn),-0.9%,?,-20.2,28.2%,1.5%,?,-6.1%
CCN(c1ccccc1)S(=O)(=O)c1ccc(NCC2COc3ccccc3O2)nc1 (stereo not drawn),4.1%,-30.6%,7.9,29.7%,5.3%,11.2µM*,15.4%
COC(=O)C1=C(c2ccc(F)cc2OCc2ccccc2)C[C@@H]2CC[C@H]1N2C(=O)NCCOc1ccccc1Cl,/,0.6%,-16.4,-2.3%,0.3%,?,-6.9%
O=C(NCc1ccccc1)c1cnc2sc(N3CCCC3)nn2c1=O,/,/,-36.2,/,-1.6%,/,2.2%

# Compound activity (PubChem)
